Bioassay records deposited in PubChem BioAssay by several laboratories.
MT1-MMP txn act – MT1-MMP promoter transcription activation | AID 750 | activation factor at 10 µM | HT1080 MT1-MMP promoter luciferase reporter, luminescence, overnight; stronger effect = higher value | 86,000 tested, 0.16% active;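 active = activation factor of at least 2 for MT1-MMP transcription at 10 µM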
Smad3 FoxH1 inh – blocks human Smad3 binding to FoxH1 peptide | inhibition, % at 25 µM | P84022 | TR-FRET Smad3/Dy647-FoxH1 peptide binding, europium anti-His | 88,000 tested, 0.29% active;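 active = compounds that reduce the energy-transfer binding signal between the protein and its labelled peptide by more than half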;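 also: 0% = Smad3 plus labelled peptide maximal FRET and 100% = peptide-only background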
Target sequence (P84022 whole entry, looked up): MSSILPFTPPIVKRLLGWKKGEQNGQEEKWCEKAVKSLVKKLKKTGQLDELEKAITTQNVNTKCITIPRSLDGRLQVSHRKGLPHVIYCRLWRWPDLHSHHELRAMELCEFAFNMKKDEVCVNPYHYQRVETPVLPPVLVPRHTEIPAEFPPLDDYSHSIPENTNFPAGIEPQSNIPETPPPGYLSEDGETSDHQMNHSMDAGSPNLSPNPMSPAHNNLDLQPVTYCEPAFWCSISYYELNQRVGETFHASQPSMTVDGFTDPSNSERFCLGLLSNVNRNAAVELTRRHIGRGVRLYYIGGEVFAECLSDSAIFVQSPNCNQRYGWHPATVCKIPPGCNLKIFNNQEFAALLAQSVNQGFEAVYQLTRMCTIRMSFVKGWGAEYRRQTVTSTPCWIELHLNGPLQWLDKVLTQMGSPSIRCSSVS
sEH inhibitor – soluble epoxide hydrolase (human) inhibition; P34913; recombinant human sEH enzymatic activity assay; inhibition, % at 2 µM; 91,000 tested, 0.34% active; AID 707; in the data active = inhibition above about 80%; also: values of inactives mirror those of a sister screen read the other way; many of its hits are not listed in these tables
Target sequence (P34913 whole entry, looked up): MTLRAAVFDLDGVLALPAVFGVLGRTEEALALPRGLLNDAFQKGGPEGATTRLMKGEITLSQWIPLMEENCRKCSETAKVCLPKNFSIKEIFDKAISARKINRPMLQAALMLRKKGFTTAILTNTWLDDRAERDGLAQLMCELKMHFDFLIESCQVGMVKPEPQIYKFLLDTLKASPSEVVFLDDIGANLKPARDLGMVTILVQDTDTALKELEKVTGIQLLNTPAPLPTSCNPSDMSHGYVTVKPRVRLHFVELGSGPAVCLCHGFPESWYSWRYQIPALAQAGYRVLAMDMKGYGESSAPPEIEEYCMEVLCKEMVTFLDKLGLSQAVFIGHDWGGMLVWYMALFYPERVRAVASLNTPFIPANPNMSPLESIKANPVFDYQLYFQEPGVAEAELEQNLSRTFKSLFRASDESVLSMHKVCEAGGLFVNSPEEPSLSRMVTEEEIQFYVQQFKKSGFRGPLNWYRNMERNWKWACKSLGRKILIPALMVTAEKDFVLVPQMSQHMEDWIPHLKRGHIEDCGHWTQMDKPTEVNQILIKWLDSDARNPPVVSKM
Candida biofilm – kills Candida albicans biofilms | C. albicans biofilm + clotrimazole, Alamar Blue | AID 834 | inhibition, % at 6 µM | 85,000 tested, 0.14% active;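 active = inhibition above 20%; inactive = inhibition below 20%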;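 also: preformed 24 hr biofilms exposed to compound for 48 hr; 0% = biofilm without compound and 100% = blank killed by clotrimazole plus chlorhexidine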
CD11b adhes enh – CD11b/CD18-fibrinogen binding enhancement; 93,000 tested, 0.07% active; P05107+P11215; activation, % at 10 µM; K562 CD11b/CD18 adhesion to fibrinogen, ATPlite luminescence;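 active = 10 µM primary screen giving 50% or more activity, confirmed by 40% or more on retest at that dose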; also: strong numbers were not always called active; reference of the scale not given here
Mac1 fbg inh – CD11b/CD18-fibrinogen binding inhibition | 93,000 tested, 0.54% active | K562 CD11b/CD18 adhesion to fibrinogen, ATPlite luminescence; Mn2+ added to activate the integrin | inhibition, % at 10 µM | P05107+P11215;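 active = primary inhibition of 50% or more at 10 µM, then 40% or more on retest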; also: some results filed as inactive read as strong as hits
sEH activator – soluble epoxide hydrolase (human) activation; P34913; 91,000 tested, 0.04% active; purified human sEH enzymatic activity, activator screen; AID 717; activation, % at 2 µM; in the data active = activation above about 37%; also: values of inactives mirror those of a sister screen read the other way
ERa coact pot – ER-alpha (human) coactivator binding potentiation; P03372; TR-FRET ERalpha-LBD/SRC-Cy5 coactivator binding, 2 h; 100 = basal binding, no effect; coactivator binding (% of control), % at 25.6 µM; 86,000 tested, 1.3% active; AID 639; in the data active = activity above about 200%;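 also: binding measured in presence of low estradiol as agonist stimulus; 0% = peptide alone without receptor and 100% = receptor with peptide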
ERb coact inh – ER-beta (human) coactivator binding inhibition | Q92731 | TR-FRET ER-beta LBD / SRC1-Cy5 peptide binding; receptor agonist-loaded with 1 µM estradiol | inhibition, % at 25.6 µM | 86,000 tested, 1.3% active | AID 633;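 active = compounds whose percent inhibition of the receptor-coactivator binding signal exceeds about 50% in the single-dose screen, limit read from the data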;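 also: 0% = receptor plus peptide wells without compound and 100% = peptide-only wells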
Active calls of the source: *; . = no result given; [ ] = dose if it differs, or a comment.

SMILES | MT1-MMP txn act | Smad3 FoxH1 inh | sEH inhibitor | Candida biofilm | CD11b adhes enh | Mac1 fbg inh | sEH activator | ERa coact pot | ERb coact inh
CCc1cccc(CC)c1NC(=O)c1cccc(NC(=O)c2ccccc2)c1 | 1.1 | 3 | -6 | -1 | -3 | 0 | 6 | 105 | 1
OCCCNC(c1ccccc1)c1ccc(O)cc1 (stereo unspecified) | 1.3 | 3 | -5 | 5 | . | . | 4 | 83 | 16
CC(C)c1ccc(NC(=O)C(c2ccccc2)N2CCC3(CC2)OCCO3)cc1 (stereo unspecified) | 1.2 | 11 | 8 | 1 | 3 | -7 | -6 | 123 | -1
Cc1ccc2c(CC(=O)OCc3nc(N)nc(Nc4ccccc4C)n3)coc2c1 | 0.9 | 2 | -3 | 6 | -1 | 39 | 4 | 104[fluorescence artefact?] | 2[fluorescence artefact?]
O=C1c2ccccc2NC(c2ccco2)N1O (stereo unspecified) | 1.1 | 9 | 3 | 4 | 0 | -19 | -3 | 126 | -1
Fc1ccc(-c2cnc(-c3cccs3)o2)cc1 | 1.7 | -10 | 4 | 0 | . | . | -2 | 101 | 3
CCN(CC)CC(C)(C)NS(=O)(=O)c1ccc(Cl)cc1 | 1 | 0 | -12 | 5 | -2 | -3 | 16 | 101 | -6
CN(CC(=O)N1CCCc2c1c(=O)oc1ccc(O)cc21)Cc1ccccc1 | 1.1 | -1 | 4 | 1 | 1 | 12 | 0 | 126 | -3
CCn1c2ccccc2c2cc(Nc3cc(C)nc4ncnn34)ccc21 | . | 0 | . | 4 | 15 | 25 | . | 70[fluorescence artefact?] | 3
CCOc1ccccc1N1CCN(C(=O)c2ccncc2)CC1 | 1.1 | . | 2 | . | -3 | -2 | 0 | . | .
CCCN(CCC)S(=O)(=O)c1ccc(C(=O)Nc2nnc(-c3cccc(OC)c3)o2)cc1 | 0.7 | 4 | . | 0 | . | . | . | 107[fluorescence artefact?] | 6
Cc1cc(-c2ccccc2)c2nncn2n1 | 1 | -2 | 5 | 4 | 0 | 8 | -6 | 111 | -5
CCS(=O)(=O)N1CCC(C(=O)NCCCN2CCCC2)CC1 | 1.3 | -1 | . | 3 | . | . | . | 108 | -20
NC(=O)C1(N2CCCCC2)CCN(C(=O)CCCn2c(=O)[nH]c3ccsc3c2=O)CC1 | 1.3 | 10 | 10 | 5 | 1 | -2 | -7 | 128 | -2
CCCCC(=O)NC1(C(F)(F)F)C(=O)Nc2c1c(=O)n(C)c(=O)n2C (stereo unspecified) | 1 | -5 | 7 | 5 | 4 | 6 | -9 | 114 | -4
CCOC(=O)c1sc2nc(C)cc(C)c2c1NC(=O)c1ccco1 | 1.1 | 13[fluorescence artefact?] | 6 | 2 | 0 | -3 | -7 | 143 | -5
CCOc1ccc(OCC)c(S(=O)(=O)N2CCCCC2C)c1 (stereo unspecified) | 1 | 2 | 23 | 11 | -2 | -5 | -23 | 112 | -5
CCn1c(CCNC(=O)c2cccs2)nnc1SCC(=O)NC1CCCCC1 | 1.2 | 1 | -7 | 10 | 4 | -21 | 8 | 106 | -12
CCOC(=O)CSc1ccc(S(=O)(=O)N(C)C2CCCCC2)cc1[N+](=O)[O-] | 1.2 | 12 | -8 | 5 | 3 | 8 | 5 | 94 | -4
CC(C)C1=CC(=NS(=O)(=O)c2cccc([N+](=O)[O-])c2)C=C(C(C)C)C1=O | . | . | -7 | . | 0 | 9 | 11 | . | .
CN(C(=O)CSc1ccccc1C(=O)O)C1CCCCC1 | . | . | 2 | . | -3 | 10 | 0 | . | .
CC(=O)C1=C(C)N=c2s/c(=C/c3ccc4c(c3)OCO4)c(=O)n2C1c1ccc(N(C)C)cc1 (stereo unspecified) | 1.1 | 7 | . | 3 | . | . | . | 115[fluorescence artefact?] | 3
CCOC(=O)C(C)(C)Sc1nc2c(cnn2-c2ccc(C)cc2)c(=O)[nH]1 | 1 | -7 | -11 | -2 | . | . | 12 | 114 | 11
Cn1c(C(=O)NCCCN2CCN(c3ccccc3F)CC2)cc2c(=O)n(C)c3ccccc3c21 | 1.1 | -1 | . | 9 | -4 | 13 | . | 102 | -12
Cc1cccc(N2C(=O)CC(N3CCOCC3)C2=O)c1 (stereo unspecified) | 1 | 11 | . | 8 | 4 | -3 | . | 112 | 0
O=C(NCc1ccccc1)N1CCN(c2ccccc2F)CC1 | 1.2 | -6 | 5 | 8 | -1 | -18 | -7 | 106 | 5
CC(C)CNS(=O)(=O)c1ccccc1C(=O)N1CCCCC1 | 1.2 | 12 | -9 | 7 | 5 | 4 | 8 | 117[fluorescence artefact?] | -2
CCOC(=O)c1c(NC(C)=O)sc2c1CCC(C=O)=C2Sc1ccccc1 | 1 | 7 | 6 | 6 | -2 | 10 | -10 | 71 | 5
CC(C)N(Cc1nc(-c2ccc(Cl)cc2)no1)C(=O)CN(C)S(=O)(=O)c1ccc(Cl)cc1 | 1.1 | 12 | 3 | 10 | -2 | 26 | -5 | 104 | -8[fluorescence artefact?]
O=C(CSc1ncnc2c1oc1ccccc12)N1CCCc2ccccc21 | 1.3 | 16[fluorescence artefact?] | 4 | 8 | -7 | 94 | -4 | 202*[fluorescence artefact?] | 39[fluorescence artefact?]

Profiles from above. Order of values: MT1-MMP txn act | Smad3 FoxH1 inh | sEH inhibitor | Candida biofilm | CD11b adhes enh | Mac1 fbg inh | sEH activator | ERa coact pot | ERb coact inh
`CC(=O)C1=C(C)N=c2s/c(=C/c3ccc4c(c3)OCO4)c(=O)n2C1c1ccc(N(C)C)cc1` (stereo unspecified) as listed: 1.1 | 7 | . | 3 | . | . | . | 115[fluorescence artefact?] | 3
`CC(C)CNS(=O)(=O)c1ccccc1C(=O)N1CCCCC1` as listed: 1.2 | 12 | -9 | 7 | 5 | 4 | 8 | 117[fluorescence artefact?] | -2
`O=C(NCc1ccccc1)N1CCN(c2ccccc2F)CC1` as listed: 1.2 | -6 | 5 | 8 | -1 | -18 | -7 | 106 | 5

Next results follow.
SMILES | MT1-MMP txn act | Smad3 FoxH1 inh | sEH inhibitor | Candida biofilm | CD11b adhes enh | Mac1 fbg inh | sEH activator | ERa coact pot | ERb coact inh
CCc1ccc(CN2C(=O)CCC2(C)C(=O)NC2CCCC2)cc1 (stereo unspecified) | 1.2 | -9 | -23 | 7 | -8 | -16 | 22 | 110 | -6
Cc1cccc(C)c1NC(=O)N1CCN(c2nc3ccccc3s2)CC1 | 1.1 | 3 | -5 | 7 | -3 | -5 | 8 | 96 | -6
COC(=O)C(NS(=O)(=O)c1ccc(NC(C)=O)cc1)C(C)C (stereo unspecified) | 1.1 | -17 | -7 | 10 | . | . | 8 | 100 | 16
CC(=O)OC(C)(CCC(C)(OC(C)=O)C(C)=O)C(C)=O (stereo unspecified) | 1.1 | -5 | . | 5 | 3 | -5 | . | 99 | -3
CCCCNC(=S)N/N=C1\C(=O)c2cccc3cccc1c23 | . | . | -2 | . | 17 | -53 | 3 | . | .
CN1CCCC(OC(=O)c2ccc3c(c2)OCCO3)C1 (stereo unspecified) | 1.2 | 6 | 6 | 3 | 2 | 18 | -5 | 127 | 60*
COc1ccc(Nc2nc(C)cc(C)c2C(N)=O)c(OC)c1 | 1.2 | 3 | 6 | 12 | -1 | 13 | -5 | 112 | -7
O=C(CSc1nnc(CNC(=O)c2cccs2)o1)Nc1ccc2c(c1)OCO2 | . | -5 | 9 | 5 | -4 | -4 | -7 | 73 | 28
CC(C)CC(=O)NC(NCC1CCCO1)C(Cl)(Cl)Cl (stereo unspecified) | . | . | -8 | . | -2 | -11 | 5 | . | .
CC1(C)CC(=O)c2cnc(N3CCc4ccccc4C3)nc2C1 | 1.3 | -2 | -2 | 3 | 0 | -4 | 2 | 118 | -8[fluorescence artefact?]
CC1(C)OC(=O)N(c2ccccn2)C1(C)O (stereo unspecified) | 1.3 | 9 | -6 | 2 | . | . | 5 | 116 | -15[fluorescence artefact?]
CCOC(=O)C(=O)Nc1nc(-c2ccccc2)c(CC)s1 | . | -1 | 3 | 4 | 2 | -24 | -2 | 97 | -7
Cc1ccc2cc(CN(CCN3CCCC3)C(=O)Nc3ccc(F)cc3)c(=O)[nH]c2c1C | 1.1 | 5 | -8 | 3 | -1 | -20 | 4 | 94 | 1[fluorescence artefact?]
COc1cc(C(=O)CSc2nncn2C)cc(OC)c1OC | . | -10 | -7 | 6 | 0 | -21 | 10 | 109 | 23[fluorescence artefact?]
CC1CC(C)CN(C(=O)COC(=O)CNS(=O)(=O)/C=C/c2ccccc2)C1 (stereo unspecified) | 1.2 | -5 | -4 | 3 | -1 | 31 | 5 | 110 | -7[fluorescence artefact?]
Cc1c(NC(=O)COC(=O)c2cc3c4ccccc4n(C)c3s2)c(=O)n(-c2ccccc2)n1C | 1.5 | 11 | 3 | 2 | -7 | 27 | -4 | 99[fluorescence artefact?] | 8
C/C(=N\NC(=O)CNc1ccccc1Cl)C(C)(C)C | 1.2 | -18 | 15 | 11 | . | . | -14 | 92 | 15
CC(C)(C)c1ccc(C(=O)CSc2n[nH]c(=O)[nH]c2=O)cc1 | . | . | 10 | . | 0 | -5 | -8 | . | .
COc1cc(OC)cc(C(=O)NC2CCN(C(=O)N3c4ccccc4Sc4ccccc43)CC2)c1 | . | . | -17 | . | -7 | 26 | 18 | . | .
COc1ccc(CCNC(=O)Cc2cc(OCc3ccccc3)c(OC)cc2[N+](=O)[O-])cc1OC | . | . | 9 | . | 1 | 7 | -7 | . | .
Cc1nn(-c2cccc(Cl)c2)c2c1C(c1ccncc1)C(C#N)=C(N)O2 (stereo unspecified) | 1.1 | -3 | 4 | 2 | 1 | -22 | -2 | 113[fluorescence artefact?] | -9
O=C(NCc1cc(C(F)(F)F)cc(C(F)(F)F)c1)C12CN(Cc3ccccc3)CC1C(c1cccc([N+](=O)[O-])c1)=NO2 (stereo unspecified) | . | . | 4 | . | -2 | 4 | -6 | . | .
Cc1cc(C)nc(NC(=O)CCC2CCCC2)c1 | 1.2 | 4 | -6 | 2 | . | . | 6 | 113 | -2
CCOC(=O)C(=O)Nc1ccccc1C(=O)NC(C)C | 1.2 | 5 | 1 | 6 | 0 | 2 | -2 | 102 | -8
COc1ccc(C2c3c(ncn(CCN4CCOCC4)c3=N)Oc3ccc4ccccc4c32)cc1 (stereo unspecified) | 1.1 | 1 | 5 | 3 | -1 | 44 | -3 | 87 | 3
COc1cccc(N2C(=O)CC(N3CCC(C(N)=O)(N4CCCCC4)CC3)C2=O)c1 (stereo unspecified) | 1.1 | -3 | 1 | 2 | . | . | 0 | 119[fluorescence artefact?] | -6[fluorescence artefact?]
O=C(NCCNS(=O)(=O)c1ccccc1)N1CCOCC1 | 1.1 | -6 | 9 | 1 | -6 | -19 | -8 | 109 | -5
Cc1cccc2cc(/C=C3\N=C(c4ccccc4)OC3=O)c(N3CCOCC3)nc12 | . | . | 8 | . | 8 | -14 | -8 | . | .
CCOC(=O)Cn1c(S(=O)(=O)Cc2ccccc2)nc2ccccc21 | 1.1 | 1 | -7 | 17 | 2 | -8 | 7 | 121 | -3
COc1ccc(-c2csc(Cc3nnc4n3CCCCC4)n2)cc1OC | 1.2 | 2 | 6 | 4 | -1 | -6 | -8 | 101 | 2
COc1ccccc1N(CN1CCCC1=O)C(=O)COc1ccccc1 | 1.2 | -6 | . | 0 | -6 | 5 | . | 114 | -1
O=c1cc(N2CCN(c3ccccc3)CC2)[nH]c(=O)n1-c1ccccc1Cl | 1.2 | 7 | 0 | 2 | 0 | -18 | 0 | 163 | -1[fluorescence artefact?]
Cc1ccc(CNC(=O)c2nnn(-c3cccc(C)c3)c2N)cc1 | 1.1 | -15 | -13 | 4 | . | . | 14 | 90 | 33
CCOc1ccc(-n2nnc3c(=O)n(CC(=O)N4CCCc5ccccc54)cnc32)cc1 | 1.1 | . | -12 | . | -2 | 6 | 12 | . | .
O=C(NCc1ccc(Cl)cc1)c1cnccn1 | 1.1 | -6 | 4 | 1 | . | . | -1 | 121 | -11

These rows are one share of the data. The share of hits here may be higher or lower than overall.
